IkB sig inh: IkB pathway inhibition in ABC-DLBCL cells | ABC-DLBCL IkBa-CBG/CBR dual luciferase ratio, 4 h; response scale: scaled: untreated 0%, proteasome inhibitor 100% | AID 445 | Potency, µM (highest dose often 57.1 µM), for the others: at the top dose IkBa stabilization activation | actives 0.04% (n = 110,000); active = well fitted curve in the direction sought with a large enough effect in the signal ratio, not every such curve was filed as active; inconclusive = small, poorly fitted or top-dose-only effect, or a change in a side signal; the % refers to the signal ratio;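 also: the direction sought is a rising ratio; 0% = basal untreated cells and 100% = reference inhibitor full response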
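Luminescence ratio of IκBα-fused green versus native red beetle luciferase in OCI-Ly3 cells, 4 h post-doxycycline with compound; red signal alone, scaled from basal (0%) to zero light (-100%), flagged nonspecific or cytotoxic effects.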
Imprint erasure: genomic imprint erasure induction | mouse ES Peg3-LacZ reporter, beta-gal luminescence, 40 h | Potency, µM (doses to about 60.7 µM), inactives show top-dose activity change, positive = activation, actives largely listed as activators | actives 0.02% (n = 110,000) | AID 1948;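 also: 0% = negative control wells on the plate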
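Readout: BetaGlo luminescence (5 min, room temp) for LacZ from the normally silent maternal Peg3 allele in female Peg3LacZ-Neo ES cells. Cells 300/well, 40 h, 37C, 5% CO2. Data normalized per plate to negative controls.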
p53ts 39C kill: p53ts cell cytotoxicity, nonpermissive temperature | H1299-p53A138V viability at 39C, ATP luminescence, 24 h | Potency, µM (titrated, usually from 46.1 µM), for inactives: top-dose activity change, negative = cell killing, hits mostly cytotoxic | actives 1.5% (n = 130,000) | AID 902; also: nearly all actives have a fitted effect of over 55% in size
p53ts 32C tox: kills p53ts cells at the permissive temperature; actives 0.93% (n = 130,000); AID 924; Potency, µM (doses to about 46.1 µM), for the others: at the highest dose activity change, negative = cytotoxicity, hits mostly cytotoxic; H1299-p53A138V at 32C, ATP luminescence viability, 24 h;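 also: 0% = DMSO and -100% = full killing by reference compound; nearly all actives have a fitted effect of over 55% in size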
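Viability by ATPlite luminescence after 24 h compound treatment (up to 46 uM) at the permissive 32C. Cells are H1299 carrying p53 A138V. Scale runs from DMSO basal to 100 uM tamoxifen as full kill; AC50 from Hill fits.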
Active calls of the source: *; u = inconclusive; x = not tested or not shown; [ ] = remark or other dose. Unless noted, calls follow the shape of the dose curve; as a rule, active = well fitted curve in the direction sought with a large enough effect; inconclusive = small, poorly fitted or top-dose-only effect, or another doubt; inactive = no such curve, though single readings can be large; an effect the other way counts as inactive or inconclusive. Unless noted, % is scaled to controls: 0 for no effect and ±100 for the full control effect; potency is read from the fitted curve at half-maximal effect.

Structure	IkB sig inh	Imprint erasure	p53ts 39C kill	p53ts 32C tox
Cc1nc(C)n(CC(O)COc2ccc3c(c2)CCC3)n1 (stereo not drawn)	0.0%	-3%	4%	-7%
Cc1cc(NC(NC(=O)c2ccco2)(C(F)(F)F)C(F)(F)F)no1	-0.1%	-9%	4%	8%
Cc1cc(/C=C2/C(=N)N3C(c4ccccc4)=CSC3=NC2=O)c(C)n1-c1ccccc1	x	x	2%	-16%
CN(Cc1ccco1)c1ccnc(-c2cccnc2)n1	1.5%[11.4 µM]	-13%	-4%	1%
CCOC(=O)Cc1csc(NC(=O)Cc2cccs2)n1	1.1%	-4%	-18%	-15%
CCOc1ccc(-c2noc(CCC(N)=O)n2)cc1OCC	-3.7%	2%	-18%	2%
Cc1ccc(S(=O)(=O)NCC(=O)NC2CCCC2)cc1	1.1%	-3%	-1%	1%
CCCC(=O)Nc1cc(-c2nnc(OC)c3ccccc23)ccc1N1CCOCC1	0.1%	-2%	2%	6%
CC(C)(C)N1C(=O)[C@H]2[C@H]3[C@H](O)[C@H](O)C/C(=N/OC[C@@H](O)COCc4ccco4)[C@H]3CC[C@@H]2C1=O	x	x	2%[9.22 µM]	5%[9.22 µM]
O=C(O)[C@H](Cc1ccc(O)c([N+](=O)[O-])c1)N1C(=O)c2ccccc2C1=O	0.6%[11.4 µM]	-1%[10.9 µM]	30%[9.22 µM]	10%[9.22 µM]
COC(=O)c1cccc(S(=O)(=O)N2CCC(NC(=O)Nc3cccc(F)c3)CC2)c1	-0.8%	-6%	-7%	11%
CCOC(=O)NC1(NC2CCCCC2)Oc2ccccc2O1	5.8%	-9%	-4%	2%
Cc1ccc(C)c(Nc2nn3c(=O)c4ccc(C(=O)NCc5cccs5)cc4nc3s2)c1	u	-5%[10.9 µM]	u	16µM*
COC(=O)CCC(=O)Nc1ccc(Cl)c(Cl)c1	-2.1%	-1%	14%	0%
COc1ccc(N=C(C)C2=C(O)COC2=O)cc1	-1.4%	-27%	11%	-4%

Structure	IkB sig inh	Imprint erasure	p53ts 39C kill	p53ts 32C tox
Cc1cccc(N2CCN(C(=O)CS(=O)(=O)Cc3nc(-c4ccccc4C)oc3C)CC2C)c1 (stereo not drawn)	u	3%[10.9 µM]	-11%	-6%
Clc1ccccc1C(Nc1ncccn1)Nc1ncccn1	1.4%[11.4 µM]	-10%[10.9 µM]	12%[9.22 µM]	11%[9.22 µM]
Cc1ccc(CNC(=O)c2ccc3c(c2)N(Cc2ccccc2)C(=O)c2ccccc2S3(=O)=O)cc1	u	9%[10.9 µM]	-18%	17%
COc1ccc(NC(=O)CC2C(=O)N(c3ccc(C)cc3)C(=O)N2Cc2ccc(C)cc2)cc1 (stereo not drawn)	-1.5%	-1%[10.9 µM]	-1%	1%
COc1ccc(CNC(=O)C2CCCN2C(=O)NC2CCCCC2)cc1 (stereo not drawn)	-0.2%	-6%	8%	1%
COC(=O)COc1ccc(S(=O)(=O)NCCC2=CCCCC2)cc1C	5.9%	-16%	13%	1%
Cc1cccc2cc(CN(CC3CCCO3)C(=O)c3ccco3)c(=O)[nH]c12 (stereo not drawn)	-0.8%	-11%	6%	5%
CC(=O)Nc1cccc(-c2nnc(SCC(=O)c3cc([N+](=O)[O-])ccc3Cl)o2)c1	u	-27%[10.9 µM]	13µM*	u
O=C(c1c2c(nc3ccccc13)C(=O)N(C1CCCCC1)C2)N1CCN(c2ccc(F)cc2)CC1	u	-10%[10.9 µM]	-20%	-2%
Cn1c(C(=O)O)c(CC(=O)Nc2ccc3c(c2)OCCO3)c2ccccc21	2.0%	10%	1%	-6%
CCc1cc(=O)oc2cc(C)cc(OC(=O)c3ccco3)c12	-5.1%	-20%	1%	5%
O=C(COc1ccccc1)N(Cc1cccnc1)c1nc2c(F)cc(F)cc2s1	-3.5%	26%[10.9 µM]	1%	-19%
COc1ccc(-c2nc3scc(CCNS(=O)(=O)c4ccc(F)cc4C)n3n2)cc1	3.8%	-9%[10.9 µM]	-8%	-4%
Cc1ccc(Cl)cc1NC(=O)CC(O)(C(F)(F)F)C(F)(F)F	u	-16%	-21%	15%
CCN(CC)S(=O)(=O)c1ccc(/C(O)=C(\C#N)c2nc3ccccc3n2C)cc1	u	-17%	-10%	-30%

Structure	IkB sig inh	Imprint erasure	p53ts 39C kill	p53ts 32C tox
Cc1cc(C(C)(C)C)cc(S(=O)(=O)NCCO)c1C	0.5%	-12%	5%	3%
COC(=O)[C@@]1(Cc2ccccc2)[C@H]2c3cc(C(=O)N4CCCC4)n(Cc4c(CO)[nH]cc(C)c4=O)c3C[C@H]2CN1C(=O)c1ccccc1	x	-8%	-6%	6%
COc1cc(/C=C/C(=O)N2CCC=CC2=O)cc(OC)c1OC	x	-35%[inhibitor]	u	3.2µM*
COc1cccc(N2C(=O)CC(c3c[nH]c4ccccc34)C2=O)c1 (stereo not drawn)	u	-8%	6%	13%
COc1ccc(-c2cnc(C)o2)cc1S(=O)(=O)Nc1c(C)cc(C)cc1C	1.1%	-13%[10.9 µM]	-25%	9%
Cn1ccc2cc(S(=O)(=O)N3CCCC(C(=O)NCc4ccccc4F)C3)ccc21 (stereo not drawn)	u	9%[10.9 µM]	u	-2%
Cc1cccc(N(C)C(=O)c2cc(S(=O)(=O)N3CCCC3)cn2C)c1	0.4%	-5%[10.9 µM]	4%	1%
Cc1ccccc1CNC(=O)CCCn1c(=O)c2cccn2c2ccccc21	-0.4%	1%[10.9 µM]	32%[activator]	6%
CC(C)CCNC(=O)C1CCN(C(=O)N2CCOc3ccc(Cl)cc32)CC1	u	-9%[10.9 µM]	-15%	-6%
COc1ccc(N2CC(NC(=O)c3ccc(S(=O)(=O)N4CCOCC4)cc3)CC2=O)cc1 (stereo not drawn)	u	-2%[10.9 µM]	5%	-3%
COc1ccc(C2CC(=O)C(C=NCCCN3CCOCC3)=C(O)C2)cc1 (stereo not drawn)	-2.5%	-7%	8%	2%
CSc1ccc(CNC(=O)CCc2c(C)nn(-c3ccc(N4CCCC4)nn3)c2C)cc1	-0.1%	-8%[10.9 µM]	-24%	-7%
N#C/C(=C\c1ccc(F)cc1)c1nc(-c2ccc(-c3ccccc3)cc2)cs1	u	-9%[10.9 µM]	19%	5%
COc1ccc(/C=C/c2nc(C#N)c(N3CCC(C(N)=O)CC3)o2)cc1OC	-1.5%	-14%[10.9 µM]	-6%	-3%
CC1CN(S(=O)(=O)c2cccc(-c3cn4ccccc4n3)c2)CC(C)O1 (stereo not drawn)	1.9%	-15%	10%	6%

Structure	IkB sig inh	Imprint erasure	p53ts 39C kill	p53ts 32C tox
CC/C(=C1/C(=O)CC(C)(C)C(C(=O)OC)C1=O)N1CCCC1 (stereo not drawn)	-0.2%	-3%	-15%	9%
Cc1ccc(C(=O)Nc2ccc3c(c2)OCO3)cc1S(=O)(=O)N1CCCCC1	12%	-18%	-4%	7%
COC(=O)c1ccc(Nc2cc(C)nc3ncnn23)cc1	1.2%	-2%	0%	-9%
Clc1ccc(CN2CCN(c3ncnc4sc5c(c34)CCCC5)CC2)cc1Cl	-2.1%	7%[10.9 µM]	-10%	16%
CCOc1ccc(OCC)c(S(=O)(=O)N2CCCCC2C)c1 (stereo not drawn)	2.2%	-9%	-1%	6%
Cc1ccccc1-c1nnc(-c2ccccc2C)o1	x	x	-14%	10%
O=C(CCSCc1ccc(Cl)cc1)NCc1ccc(F)cc1Cl	u	-14%[10.9 µM]	-28%	-6%
Cn1cccc1Cc1nnc(SCC(=O)N2CCOCC2)n1CCc1ccccc1	-1.5%	-10%	7%	3%
Cc1cccc(Cn2c(CN3CCN(Cc4ccccc4)CC3)nc3c2c(=O)[nH]c(=O)n3C)c1	-1.9%	-11%	9%	20%
COc1cc(NC(=O)C2CCCCC2)c(OC)cc1NC(=O)c1ccco1	0.0%	-3%	4%	3%
Cc1cccc2cc(COC(=O)C3CCCCC3)c(=O)[nH]c12	-1.9%	10%	-9%	8%
COc1ccc(CNC(=O)CCc2c(C)nn(-c3ccc(N4CCOCC4)nn3)c2C)c(OC)c1	-0.5%	-11%[10.9 µM]	-7%	12%
Cc1ccc2c(c1)[nH]c1c(N3CCN(Cc4ccc5c(c4)OCO5)CC3)ncnc12	5.0%	-9%	7%	-4%
CCOC(=O)c1ccc(-n2ccnc2)c(NC(=O)c2cccc(Br)c2)c1	x	x	8%	1%
COc1cccc(C2(O)CCN(C(=O)c3cccs3)CC2)c1	0.2%	-10%	14%	6%

Entries of single compounds as entered above. Values in the order: IkB sig inh | Imprint erasure | p53ts 39C kill | p53ts 32C tox
`COc1ccc(CNC(=O)CCc2c(C)nn(-c3ccc(N4CCOCC4)nn3)c2C)c(OC)c1` is entered as -0.5% | -11%[10.9 µM] | -7% | 12%
`COc1cc(NC(=O)C2CCCCC2)c(OC)cc1NC(=O)c1ccco1` is entered as 0.0% | -3% | 4% | 3%
`O=C(CCSCc1ccc(Cl)cc1)NCc1ccc(F)cc1Cl` is entered as u | -14%[10.9 µM] | -28% | -6%
`CCOc1ccc(OCC)c(S(=O)(=O)N2CCCCC2C)c1` (stereo not drawn) is entered as 2.2% | -9% | -1% | 6%
`COC(=O)c1ccc(Nc2cc(C)nc3ncnn23)cc1` is entered as 1.2% | -2% | 0% | -9%

The results go on.
Structure	IkB sig inh	Imprint erasure	p53ts 39C kill	p53ts 32C tox
COC(=O)c1ccc(C(=O)OC)c(NC(=O)COC(=O)C23CC4CC(CC(O)(C4)C2)C3)c1	u	-5%	2%	2%
CNc1ncnc2ccc(-c3cccc(NS(C)(=O)=O)c3)cc12	u	-40%[inhibitor]	-7%	-2%
CC(=O)c1c(O)cc(O)cc1O	x	u	13%	16%
CCC(=O)N1CCc2cc(S(=O)(=O)NC(CC(C)C)C(=O)NCCc3ccccc3)ccc21 (stereo not drawn)	1.9%	8%[10.9 µM]	17%	5%
O=C(Nc1ccc(C(=O)OCc2cc(=O)n3c4c(sc3n2)CCCC4)cc1)c1cccc(F)c1	-0.8%	-13%[10.9 µM]	-19%	4%
CC1CCCCN1C(=O)Cn1c(SCC(=O)N(C)c2ccccc2)nc2ccccc21 (stereo not drawn)	-1.5%	-8%[10.9 µM]	12%	-2%
COc1cc(C2C(=O)N(C3CCCCC3)CC(=O)N2CCC2=CCCCC2)ccc1OC(C)C (stereo not drawn)	0.2%	-19%[10.9 µM]	1%	1%
Cc1c(C(=O)N(Cc2ccc(N(C)C)cc2)C2CCS(=O)(=O)C2)oc2ccccc12 (stereo not drawn)	u	13%[10.9 µM]	-9%	3%
O=C(Nn1cnnc1)c1cc2c(s1)CCCCC2	17%	-23%	u	u
O=c1[nH]c(SCc2cccc([N+](=O)[O-])c2)nc2nc[nH]c12	0.2%[11.4 µM]	-15%[10.9 µM]	10%[9.22 µM]	4%[9.22 µM]
COc1ccc(OC)c(-c2cc(C(=O)Nc3c(C)n(C)n(-c4ccccc4)c3=O)no2)c1	-0.8%	-17%	3%	13%
Cc1nn2c(nc1=O)SCC(c1ccccc1)=N2	1.6%	-73%[inhibitor]	4%	8%
CCOC(=O)c1[nH]nc(-c2c(O)cc(C)cc2O)c1-c1csc(C)n1	-0.3%	-2%	1%	0%
Cn1c(Cn2c(=O)sc3ccccc32)nnc1SCC(=O)NCc1ccc2c(c1)OCO2	2.2%	-9%	9%	0%
COc1ccc2c(CC(=O)Nc3ccc(C)cc3)coc2c1	-0.6%	-9%[10.9 µM]	-1%	4%

Structure	IkB sig inh	Imprint erasure	p53ts 39C kill	p53ts 32C tox
O=C(c1cnc(N2CCN(c3ncccn3)CC2)c2ccccc12)N1CCN(c2ccccn2)CC1	u	-20%	-22%	-29%
c1ccc(C2COC(c3cccs3)=N2)cc1 (stereo not drawn)	-0.5%	-24%	0%	10%
Cn1c(=O)c2c(ncn2CC(=O)N/N=C/C(Br)=C/c2ccccc2)n(C)c1=O	x	x	-17%	12%
O=S(=O)(c1ccc(N2CC=C(c3ccccc3)CC2)nc1)N1CCCC1	u	-17%	-8%	-7%
CCc1ccc(-n2c(C)nnc2SCc2nc(-c3ccc(OC)cc3)no2)cc1	u	-3%[10.9 µM]	-6%	-10%
